KDM4C inh = blocks human GASC-1 (KDM4C) demethylase activity; Q9H3R0; hit rate 0.15% among 96,000; AID 720574; GST-KDM4C 2-372, H3K9me3 peptide, LANCE TR-FRET; inhibition, % at 12.5 µM;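 active = mean replicate inhibition above about 25%, with at least 55% of replicates also reaching it, limit read from the data, passing the limit was not always enough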
Target sequence (Q9H3R0 2-372 limits assumed): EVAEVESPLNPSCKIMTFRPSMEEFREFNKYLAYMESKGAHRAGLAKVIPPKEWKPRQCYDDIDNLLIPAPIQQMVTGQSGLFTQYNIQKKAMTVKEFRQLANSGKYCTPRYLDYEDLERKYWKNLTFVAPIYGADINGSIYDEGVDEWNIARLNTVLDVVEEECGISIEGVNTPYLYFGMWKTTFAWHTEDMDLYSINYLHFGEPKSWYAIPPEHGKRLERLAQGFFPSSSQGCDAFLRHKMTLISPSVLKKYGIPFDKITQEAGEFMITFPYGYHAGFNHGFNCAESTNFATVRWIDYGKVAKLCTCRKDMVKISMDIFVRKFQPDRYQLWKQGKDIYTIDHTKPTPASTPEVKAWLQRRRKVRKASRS
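reagent = H3K9me3 peptide substrate, Fe(II), 2-oxoglutarate | system = GST-tagged GASC-1 (JMJD2C) catalytic fragment, aa 2-372 | amount = enzyme final amount 10 nM | read-out = Fall in 671/618 emission ratio as inhibition | medium = HEPES buffer, pH 7.5, plus ascorbate | schedule = 30 min reaction, 60 min detection, RT | measured by = LANCE TR-FRET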
C diff growth = blocks growth of Clostridium difficile. growth activity, negative = inhibition, % at 16 µg/mL (by protocol). hit rate 0.25% among 86,000. Clostridium difficile clinical isolate growth, OD600, 24 h; active compounds read low;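 active = mean growth activity at or below -80% and every replicate also at or below -80%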;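 note: 0% = DMSO wells and -100% = levofloxacin 16 µg/mL wells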
Pf Dd2 growth = P. falciparum Dd2 growth inhibition | SYBR Green, 72 h; active compounds read low | activity change, % at 10 µM | hit rate 2.3% among 94,000 | AID 1159554; in the data active = activity change below about -80%
Tcruzi prolif = inhibitors of T. cruzi proliferation. hit rate 5.9% among 77,000. AID 624255. T. cruzi beta-gal in NIH3T3, GalScreen luminescence, 90 h. inhibition, % at 8.34 µM;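 active = mean inhibition above about 93%, with at least 55% of replicates each passing it, limit read from the data, passing the limit was not always enough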
The depositor's hits bear a star; . = not tested or not shown; & = joins results of further samples.

mol | Pf Dd2 growth | Tcruzi prolif | KDM4C inh | C diff growth
COC(=O)C[C@H]1CC[C@@H](N)[C@@H](CO)O1 | 21 | -16 | -0.2 | .
C[C@H]1CCCCO[C@H](CN(C)C(=O)C2CCCCC2)[C@@H](C)CN([C@@H](C)CO)C(=O)c2cc(NC(=O)Cc3ccccc3)ccc2O1 | -66 | 30 | 5.2 | 5
COc1ccc(S(=O)(=O)Nc2ccc3c(c2)C(=O)N([C@H](C)CO)C[C@H](C)[C@@H](CN(C)S(=O)(=O)c2ccc(Cl)cc2)O3)cc1 | -73 | 27 | -0.2 | 11
OC[C@H]1[C@H](c2ccc(C#CC3(O)CCCC3)cc2)[C@H]2CN(Cc3ccncc3)CCCCN21 | -3 | 36 | 2.6 | -2
C[C@@H]1CN([C@@H](C)CO)C(=O)c2cc(NC(=O)Nc3ccc4c(c3)OCO4)ccc2O[C@@H](C)CCCCO[C@H]1CN(C)S(=O)(=O)c1ccccc1 | -48 | 42 | 1.4 | -1
C[C@H]1CN([C@@H](C)CO)C(=O)c2cc(NC(=O)CCCN(C)C)ccc2O[C@@H]1CN(C)Cc1ccccc1 | 20 | 8 | 1.3 | 2
Cc1ccc(OC(=O)N(C)C[C@@H]2OCc3cn(nn3)CCCC(=O)N([C@H](C)CO)C[C@H]2C)cc1 | 10&-21 | 22&-21 | 0.1 | -5&0
C[C@@H]1CCCCO[C@@H](CN(C)Cc2ccncc2)[C@H](C)CN([C@@H](C)CO)C(=O)c2cc(NC(=O)c3ccccc3)ccc2O1 | 5 | 45 | 1.3 | -2
O=C(Nc1cc(F)ccc1F)N1CC(=O)N2[C@H](CO)[C@@H](c3ccc(/C=C/c4ccccc4)cc3)[C@@H]2C1 | -35 | . | 0.7 | 3
COc1ccc(S(=O)(=O)Nc2ccc3c(c2)C(=O)N([C@@H](C)CO)C[C@@H](C)[C@@H](CN(C)Cc2ccc(C(F)(F)F)cc2)OCCCC[C@@H](C)O3)cc1 | -62 | 68 | -6.3 | 16
C[C@H]1CN([C@@H](C)CO)S(=O)(=O)c2ccc(C#CC3CC3)cc2O[C@@H]1CN(C)C(=O)CN(C)C | -51 | -37 | -2.2 | -11
CN1C(=O)c2cc(NC(=O)c3ccc(F)c(F)c3)ccc2OC[C@H]2O[C@@H](CC(=O)N3CCCCC3)CC[C@@H]21 | -41 | 18 | -0.4 | 3

By substructure: the entries above containing four or more nitrogen atoms.
mol | Pf Dd2 growth | Tcruzi prolif | KDM4C inh | C diff growth
C[C@@H]1CN([C@@H](C)CO)C(=O)c2cc(NC(=O)Nc3ccc4c(c3)OCO4)ccc2O[C@@H](C)CCCCO[C@H]1CN(C)S(=O)(=O)c1ccccc1 | -48 | 42 | 1.4 | -1
C[C@H]1CN([C@@H](C)CO)C(=O)c2cc(NC(=O)CCCN(C)C)ccc2O[C@@H]1CN(C)Cc1ccccc1 | 20 | 8 | 1.3 | 2
Cc1ccc(OC(=O)N(C)C[C@@H]2OCc3cn(nn3)CCCC(=O)N([C@H](C)CO)C[C@H]2C)cc1 | 10&-21 | 22&-21 | 0.1 | -5&0
C[C@@H]1CCCCO[C@@H](CN(C)Cc2ccncc2)[C@H](C)CN([C@@H](C)CO)C(=O)c2cc(NC(=O)c3ccccc3)ccc2O1 | 5 | 45 | 1.3 | -2

Next structures
mol | Pf Dd2 growth | Tcruzi prolif | KDM4C inh | C diff growth
CCCNC(=O)C[C@@H]1C[C@H]2c3cc(NC(=O)Nc4ccccc4F)ccc3O[C@H]2[C@@H](CO)O1 | 7 | 14 | -0.8 | -5
CO[C@H](C(=O)N(C)C[C@@H]1OCc2ccccc2-c2ccccc2C(=O)N([C@H](C)CO)C[C@H]1C)c1ccccc1 | -1 | 32 | 1.3 | -4
CCNC(=O)C[C@@H]1CC[C@H]2[C@@H](COc3ccc(NC(=O)NC(C)C)cc3C(=O)N2C)O1 | 3 | 40 | 1.8 | -1
O=C(C1CCC1)N1CC[C@@H]2[C@@H](CO)Nc3ccc(-c4cccc(F)c4)cc3[C@@H]21 | 27 | 75 | 0.8 | -10
COCCNC(=O)C[C@H]1C[C@@H]2c3cc(N(C)C)ccc3O[C@@H]2[C@H](CO)O1 | -9 | . | 17 | 9
C[C@H]1CN([C@@H](C)CO)C(=O)c2cc(NC(=O)Nc3ccc(C(F)(F)F)cc3)ccc2O[C@@H]1CN(C)C(=O)Nc1ccccc1 | -10 | . | -0.2 | 0
C/C=C/c1ccc2c(c1)O[C@H](CN(C)Cc1ccccc1)[C@H](C)CN([C@H](C)CO)S2(=O)=O | 15 | 67 | 1.7 | 2
CC(=O)N(C)C[C@H]1Oc2cc(-c3ccccc3F)ccc2S(=O)(=O)N([C@H](C)CO)C[C@@H]1C | 11 | 19 | -0.3 | 0
CNC[C@@H]1Oc2ccc(NS(=O)(=O)c3ccc(OC)cc3)cc2CC(=O)N([C@@H](C)CO)C[C@H]1C | -20 | 15 | -0.6 | -1
C[C@@H](NC(=O)C[C@H]1CC[C@@H](NC(=O)Nc2ccc3c(c2)OCO3)[C@@H](CO)O1)c1ccccc1 | 9 | 15 | 1.0 | .
COc1ccc(NC(=O)Nc2ccc3c(c2)CC(=O)N([C@@H](C)CO)C[C@@H](C)[C@H](CN(C)Cc2ccncc2)O3)cc1 | -1 | . | 0.0 | -5&-11
O=C(NCc1ccccc1)[C@@H]1[C@@H](CO)[C@@H]2Cn3c(cccc3=O)[C@H]1N2Cc1cccnc1 | 4 | 53 | 0.6 | 1
O=C(Nc1ccccc1)[C@H]1[C@H](CO)[C@H]2Cn3c(cccc3=O)[C@@H]1N2Cc1ccncc1 | 0 | 86 | -0.1 | -2
CC(C)NC(=O)N1[C@H](C#N)[C@@H](c2ccc(C#CC3CCCC3)cc2)[C@@H]1CO | -44 | 99* | -1.6 | -2
O=C(Nc1ccccc1)N[C@H]1CC[C@H](CCNC(=O)c2ccccc2F)O[C@@H]1CO | -12 | 48 | 0.9 | 1
CC(C)COC(=O)N(C)C[C@H]1OCc2cnnn2CCCC(=O)N([C@@H](C)CO)C[C@H]1C | 4 | -1 | . | 4
CN(C)CC(=O)N1[C@@H]2c3ccc(-c4cccnc4)c(=O)n3C[C@H]1[C@H](CO)[C@H]2C(=O)NC1CCC1 | . | -39 | 3.9 | -5
C[C@H](CO)N1C[C@H](C)[C@@H](CN(C)C(=O)CN(C)C)Oc2cc(Br)ccc2S1(=O)=O | 37 | -44 | 0.1 | -4
COc1ccccc1-c1cnc2c(c1)C(=O)N([C@@H](C)CO)C[C@@H](C)[C@H](CN(C)C(=O)c1ccccc1)O2 | 7 | 6 | . | 4
CC(C)(C)[S@](=O)N1Cc2cc(C(=O)NCc3ccncc3)nc(-c3cccc(-c4ccncc4)c3)c2[C@@H]1CCO | -33 | 50 | -0.1 | .
C/C=C/c1ccc([C@@H]2[C@H](CO)N(C(=O)CC)[C@H]2CNC(=O)c2ccncc2)cc1 | 0 | 36 | -1.9 | 2
C[C@H](CO)N1C[C@H](C)[C@@H](CN(C)Cc2ccc(C(=O)O)cc2)Oc2ccc(NC(=O)CCC(F)(F)F)cc2CC1=O | 8 | 5 | 1.4 | -1
Cc1noc(C)c1NC(=O)Nc1ccc2c(c1)CC(=O)N([C@H](C)CO)C[C@@H](C)[C@@H](CN(C)Cc1ccccc1)O2 | 8 | 17 | -1.1 | 2
CCCNC(=O)Nc1ccc2c(c1)OC[C@@H](C)N(CCC(F)(F)F)C[C@H](C)[C@@H](OC)CN(C)C2=O | -14 | 25 | -0.8 | .
CO[C@H]1CC[C@H]2CCOc3ccc(C#N)cc3C(=O)N(C)CC3(CCCCC3)CC(=O)N(C)C[C@H]1O2 | . | -15 | -1.0 | -5
c1cc(-c2ccc(C3[C@H]4CNC[C@@H]3N4CC3CCCC3)cc2)ccn1 (stereo partly drawn) | 6 | . | 1.0 | 4
CC(=O)N1[C@H](CO)[C@@H](c2ccccc2)[C@@H]1CN(CC(C)C)C(=O)c1ccccn1 | -1 | 6 | 4.0 | -6
O=C(C[C@H]1C=C[C@H](NC(=O)CN2CCOCC2)[C@H](CO)O1)NC1CCC1 | 6 | . | -0.4 | 1
C[C@@H]1CN([C@@H](C)CO)C(=O)c2cc(NC(=O)Cc3ccccc3)ccc2O[C@@H](C)CCCCO[C@@H]1CN(C)Cc1ccc(C(=O)O)cc1 | -18 | 28 | 0.8 | -5
O=S(=O)(c1ccccc1F)N1CCCCN2[C@H](C1)[C@@H](c1ccc(-c3cccnc3)cc1)[C@@H]2CO | 22 | 76 | 3.7 | -16
COc1ccc2c3c(n(C)c2c1)[C@@H](CO)N(C)CC31CCN(S(=O)(=O)c2cccc(F)c2)CC1 | -55 | . | -1.0 | 0
Cc1ccc(-c2ccc3c(c2)O[C@@H](CN(C)C(=O)C2CCCCC2)[C@H](C)CN([C@H](C)CO)S3(=O)=O)cc1 | -79 | 112* | -1.6 | .
Cc1noc(C)c1NC(=O)Nc1ccc2c(c1)C(=O)N([C@H](C)CO)C[C@H](C)[C@@H](CN(C)Cc1ccc(C(F)(F)F)cc1)O2 | -3 | 1 | -1.7 | -7
O=C(Cc1cccnc1)N1CC(=O)N2[C@H](C1)[C@@H](c1ccc(C#CC3CCCCC3)cc1)[C@@H]2CO | -8 | . | 0.5 | 52
CO[C@@H]1CN(C)C(=O)c2cc(NC(=O)Nc3ccccc3F)ccc2OC[C@H](C)N(CC2CC2)C[C@H]1C | -39 | 44 | -0.2 | .
CCC(=O)N(C)C[C@H]1Oc2cc(C#CC3CCCCC3)ccc2S(=O)(=O)N([C@@H](C)CO)C[C@@H]1C | -68 | 104 | -0.2 | -9

One compound at a time, as listed above. Order of screens: Pf Dd2 growth	Tcruzi prolif	KDM4C inh	C diff growth
Entry for `Cc1ccc(-c2ccc3c(c2)O[C@@H](CN(C)C(=O)C2CCCCC2)[C@H](C)CN([C@H](C)CO)S3(=O)=O)cc1` : -79	112*	-1.6	.
Entry for `c1cc(-c2ccc(C3[C@H]4CNC[C@@H]3N4CC3CCCC3)cc2)ccn1` (stereo partly drawn) : 6	.	1.0	4
Entry for `CC(=O)N1[C@H](CO)[C@@H](c2ccccc2)[C@@H]1CN(CC(C)C)C(=O)c1ccccn1` : -1	6	4.0	-6
Entry for `Cc1noc(C)c1NC(=O)Nc1ccc2c(c1)C(=O)N([C@H](C)CO)C[C@H](C)[C@@H](CN(C)Cc1ccc(C(F)(F)F)cc1)O2` : -3	1	-1.7	-7

Next section.
mol | Pf Dd2 growth | Tcruzi prolif | KDM4C inh | C diff growth
C[C@@H]1CN([C@H](C)CO)S(=O)(=O)c2ccc(-c3cccnc3)cc2O[C@H]1CN(C)C | 20 | 50 | 1.2 | -1
COc1ccc(NC(=O)N(C)C[C@H]2OCCCC[C@H](C)Oc3ccc(NS(=O)(=O)c4ccc(Cl)cc4)cc3C(=O)N([C@@H](C)CO)C[C@H]2C)cc1 | -69 | 47 | 14 | -2
C[C@H](CO)N1C[C@H](C)[C@H](CN(C)S(=O)(=O)c2ccccc2)Oc2c(NS(=O)(=O)c3cccs3)cccc2C1=O | -14 | 37 | -0.2 | .
COC(=O)C[C@H]1C[C@@H]2c3cc(NC(=O)Cc4ccncc4)ccc3O[C@@H]2[C@@H](CO)O1 | 4 | -74 | -2.4 | 0
C[C@@H]1CCCCO[C@H](CN(C)Cc2ccncc2)[C@H](C)CN([C@@H](C)CO)C(=O)c2cc(N(C)C)ccc2O1 | . | -9 | 0.6 | 1
COc1ccc(S(=O)(=O)N(C)C[C@@H]2Oc3c(NC(=O)C4CC4)cccc3C(=O)N([C@@H](C)CO)C[C@@H]2C)cc1 | -7 | -18 | 1.0 | -3
O=C(C[C@H]1C[C@H]2c3cc(NC(=O)CC4CC4)ccc3O[C@H]2[C@H](CO)O1)NCc1cccc(F)c1 | -24 | 42 | 1.0 | -1
CC(C)(C)[S@@](=O)N1Cc2cc(C(=O)O)nc(-c3cccc(-c4ccc(F)cc4)c3)c2[C@H]1CCO | 27 | . | 4.8 | -5
CC=Cc1ccc2n(c1=O)C[C@@H]1[C@@H](CO)[C@H](C(=O)NCC)[C@H]2N1Cc1ccccc1 (mixture of isomers) | 2 | 79 | 1.4 | -6
Cc1ccc(S(=O)(=O)Nc2cccc3c2O[C@@H](CN(C)C(=O)Nc2c(C)noc2C)[C@@H](C)CN([C@@H](C)CO)C3=O)cc1 | -4 | 29 | -0.4 | 0
CC(C)NC(=O)Nc1cccc2c1O[C@@H](CN(C)S(=O)(=O)c1ccc(Cl)cc1)[C@@H](C)CN([C@H](C)CO)C2=O | -2 | . | -0.4 | -3
O=C(C1CC1)N1C[C@H]2[C@@H](c3ccccc31)[C@H](CO)N2C(=O)Nc1cccc(F)c1 | -2 | -1 | 0.8 | 1
C/C=C/c1ccc([C@@H]2[C@@H](CO)N(CCC(F)(F)F)C23CN(C(=O)CC2CC2)C3)cc1 | -16 | . | -0.5 | 5
COc1cccc(S(=O)(=O)N[C@H]2CC[C@H](CCN)O[C@@H]2CO)c1 | 10 | 25 | 0.0 | .
C[C@H](CO)N1C[C@H](C)[C@@H](CN(C)Cc2ccc(Cl)c(Cl)c2)Oc2ccc(NC(=O)C3CC3)cc2CC1=O | -16 | 115* | 0.8 | 2
Cc1ccccc1S(=O)(=O)N1CC[C@@H]2[C@H]1c1cc(-c3cccc(C#N)c3)ccc1N(C)[C@H]2CO | -32 | 65 | -21 | 1
CCCNC(=O)Nc1ccc2c(c1)C(=O)N(C)C[C@H](OC)[C@@H](C)CN(C(=O)C1CCCCC1)[C@@H](C)CO2 | 2 | -9 | -1.2 | 0

Rows are unselected (roughly 6.8% active in at least one column).
